Screening data as filed in PubChem BioAssay.
TRPV1 agonist: agonists of human vanilloid receptor 1 (TRPV1) | Q8NER1 | TRPV1-expressing cells, Fluo-8 calcium influx, agonist mode | activation, % at 8.33 µM | 320,000 compounds, 0.19% hits | AID 540275; in the data active = activation above about 80%; inconclusive = between about 30% and that limit; note: 0% is about no effect
Target sequence (Q8NER1 whole entry, looked up): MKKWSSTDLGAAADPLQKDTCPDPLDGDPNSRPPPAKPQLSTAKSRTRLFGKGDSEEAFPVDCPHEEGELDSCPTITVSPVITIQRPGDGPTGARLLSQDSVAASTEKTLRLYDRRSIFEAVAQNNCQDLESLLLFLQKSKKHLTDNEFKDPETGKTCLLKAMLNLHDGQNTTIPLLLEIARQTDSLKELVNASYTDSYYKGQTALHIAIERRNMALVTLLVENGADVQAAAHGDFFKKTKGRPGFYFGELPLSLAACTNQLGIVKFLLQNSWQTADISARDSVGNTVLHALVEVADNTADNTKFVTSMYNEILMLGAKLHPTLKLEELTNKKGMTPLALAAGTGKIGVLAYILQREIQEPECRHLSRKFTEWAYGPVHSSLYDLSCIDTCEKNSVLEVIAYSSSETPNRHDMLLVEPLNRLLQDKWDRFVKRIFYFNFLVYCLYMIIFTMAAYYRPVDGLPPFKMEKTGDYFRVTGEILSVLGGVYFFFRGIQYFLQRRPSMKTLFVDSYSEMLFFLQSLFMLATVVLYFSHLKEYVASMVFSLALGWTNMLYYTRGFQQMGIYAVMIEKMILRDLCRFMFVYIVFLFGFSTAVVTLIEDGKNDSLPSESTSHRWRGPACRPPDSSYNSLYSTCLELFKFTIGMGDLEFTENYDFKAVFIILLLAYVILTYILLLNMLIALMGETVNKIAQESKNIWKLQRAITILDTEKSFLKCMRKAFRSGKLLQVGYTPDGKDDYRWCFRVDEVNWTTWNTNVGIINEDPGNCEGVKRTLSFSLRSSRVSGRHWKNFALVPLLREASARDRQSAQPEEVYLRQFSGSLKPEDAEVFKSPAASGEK
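Fluo-8 calcium influx in TRPV1-expressing cells, kinetic read (ex 480/em 520 nm). Compound added and read 3 min for agonist activity, followed by capsaicin at EC20 final and 2 min further read for enhancement.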
KCNH2 3.1 inh: inhibitors of human KCNH2 3.1 potassium channel isoform. AID 720553. 340,000 compounds, 0.95% hits. activity change, % (tested at about 1.8 µM). U2OS KCNH2 3.1, thallium flux FluxOr; stronger effect = lower value;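 active = maximum activity change below -70%; inconclusive = maximum activity change from -70% to -50%; inactive = maximum activity change above -50%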;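 note: thallium influx rate constant from kinetic fluorescence after stimulation buffer; % is set by controls: 0 for no effect and ±100 for the full control effect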
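U2OS cells transduced with KCNH2 3.1 mutant virus (1.77 x 10^8 /mL, 4 h), plated overnight at 37 C, loaded 45 min with FluxOr dye plus Red40 quencher. Thallium flux rate constant from kinetic reads after stimulation buffer, normalised to controls.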
Menin-MLL TR inh: inhibitors of human menin-MLL interaction, mutant MLL peptide. O00255. Potency, µM (series often up to 61.6 µM), for the others: at the top dose FP activity change, negative = inhibition, usual class: inhibitors. Menin + Texas Red MLL mutant peptide, fluorescence polarization. 270,000 compounds, 0.23% hits; active = well fitted inhibition curve with a large enough effect in the polarisation, with a control signal flat, not every such curve was filed as active; inconclusive = small, poorly fitted or top-dose-only effect, or effect the other way, or a change in a side signal; inactive = no such curve, though single readings can be large or run the other way; the % refers to the polarisation; note: potency is the fitted concentration of half-maximal effect; % of control where 0% means no effect; many of its hits are not listed in these tables
KCNH2 WT inh: blocks the wildtype human KCNH2 potassium channel; Q12809; U2OS, BacMam KCNH2, thallium flux FluxOr; stronger effect = lower value; activity change, % at 1.84 µM; 340,000 compounds, 0.37% hits;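 active = maximum activity change below -70%; inconclusive = maximum activity change between -70% and -50%; inactive = maximum activity change above -50%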; note: % is set by controls: 0 for no effect and ±100 for the full control effect
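U2OS cells were transduced with wild-type KCNH2 virus (2.03 x 10^8 / mL) for 4 h at room temperature, then cultured overnight at 37 C. Thallium flux was read with FluxOr dye. Rate constants were normalized to DMSO controls.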
PKM2 activator: increases activity of human pyruvate kinase M2 | P14618 | purified PKM2, Kinase-Glo ATP luminescence, activation; response scale: 0% is enzyme alone, no compound | Potency, µM (top dose mostly 57.5 µM), inactives show top-dose activation, usual class: activators | 260,000 compounds, 0.34% hits; note: potency is the fitted concentration of half-maximal effect; % is set by controls: 0 for no effect and ±100 for the full control effect; nearly all actives have a fitted effect of over 55% in size
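Purified hPK-M2 (>95%) run at intermediate activity with 0.1 mM ADP and 0.5 mM PEP in 50 mM imidazole pH 7.2, KCl, MgCl2; 1 h room temperature. ATP formed read by Kinase-Glo luminescence; normalized to uninhibited and no-enzyme controls.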
MLL CXXC-DNA inh: blocks binding of human MLL CXXC domain to DNA. Q03164. MLL-CXXC / FITC-HOXA9 DNA fluorescence polarization. Potency, µM (series often up to 115 µM), for inactives: top-dose activity change, negative = inhibition, most hits filed as inhibitors. 290,000 compounds, 0.037% hits. AID 2662; active = well fitted inhibition curve with a large enough effect in the polarisation, with a control signal flat, not every such curve was filed as active; inconclusive = small, poorly fitted or top-dose-only effect, or effect the other way, or a change in a side signal; inactive = no such curve, though single readings can be large or run the other way; the % refers to the polarisation; note: potency is the fitted concentration of half-maximal effect
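Purified MLL-CXXC (added from a 7 uM solution) was preincubated 5 min at ambient with pinned compounds in 50 mM Tris-HCl pH 7.5, 50 mM NaCl, 1 mM DTT, 0.05% BSA. Fluorescein-labeled HOX-A9 DNA (50 nM solution) followed, 30 min, then polarization read.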
GALK inhibitor: inhibitors of human galactokinase | P51570 | Purified GALK, Kinase-Glo residual ATP luminescence | Potency, µM (highest dose often 57.5 µM), for the others: at the top dose activity change, negative = inhibition, actives largely listed as inhibitors | 270,000 compounds, 0.007% hits | AID 1868; note: potency is the fitted concentration of half-maximal effect; % is set by controls: 0 for no effect and ±100 for the full control effect
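5 nM enzyme, 35 uM ATP, 100 uM galactose, 20 mM HEPES pH8.0, 5 mM MgCl2; 1 h RT; residual ATP by Kinase-Glo Plus luminescence, qHTS format.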
Giardia kill: Giardia lamblia killing; Giardia lamblia trophozoite viability; activity change, % at 7.66 µM, hits read low; 340,000 compounds, 0.15% hits; AID 540267; in the data active = activity change below about -80%; inconclusive = between about -30% and that limit;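 note: parasites exposed to compound for two days anaerobically before the ATP read; % is set by controls: 0 for no effect and ±100 for the full control effect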
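Anaerobic 48 hrs incubation at 37 deg C of 100 trophozoites/well with test compounds; ATPLite 1-Step luminescence, 15-30 min RT, reports cellular ATP as viability.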
USP2a block: blocks human ubiquitin-specific protease USP2a; USP2 core, Ub-CHOP2 coupled fluorogenic reporter, 485/531; Potency, µM (titrated, usually from 38.3 µM), for the others: top-dose activity change, negative = inhibition, hits mostly inhibitors; 330,000 compounds, 0.01% hits; O75604;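 note: potency is the fitted concentration of half-maximal effect; plate controls were DMSO wells for no effect and full inhibition by NEM control for full effect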
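USP2 core (10nM final) preincubated 30min RT with compound in 20mM Tris-HCl pH 8.0, 2mM CaCl2, 2mM beta-mercaptoethanol, 0.05% CHAPS; 25nM Ub-CHOP2 plus 25nM reporter substrate added, fluorescence (Ex485/Em531) read after 60min.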
Coupling enz: inhibits coupling enzyme system, counter-screen for aldolase hits; AID 2472; 290,000 compounds, 0.67% hits; coupling enzyme system counterscreen, AmpLite Red fluorescence; activity change, negative = inhibition, % at 58.2 µM, hits read low; in the data active = activity change below about -30%; note: % is set by controls: 0 for no effect and ±100 for the full control effect
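Counterscreen lacking aldolase: glyceraldehyde-3-phosphate coupling-enzyme reagent preincubated 10 min at RT with compound (at 57.5 uM final), then substrate/coupling system with AmpLite Red added; fluorescence read at 525/598 nm after 20 min RT.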
B2AR arrestin: recruits beta-arrestin to the human beta2-adrenergic receptor; P07550; beta-arrestin recruitment to beta2AR, cell-based reporter; Potency, µM (top dose mostly 46.1 µM), for the others: top-dose activation, hits mostly activators; 330,000 compounds, 0.02% hits;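 note: potency is the fitted concentration of half-maximal effect; 0% = DMSO controls and full agonism = EC100 isoproterenol or metaproterenol; nearly all actives have a fitted effect of over 65% in size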
* hit, by the source's call; ? = inconclusive; . = not tested or not shown; [ ] = another dose, or the depositor's remark. Unless noted, calls come from the whole dose curve; as a rule, active = well fitted curve in the direction sought with a large enough effect; inconclusive = small, poorly fitted or top-dose-only effect, or another doubt; inactive = no such curve, though single readings can be large; an effect the other way counts as inactive or inconclusive. Not all compounds are listed; rates above refer to the full screens.

SMILES	TRPV1 agonist	KCNH2 3.1 inh	Menin-MLL TR inh	KCNH2 WT inh	PKM2 activator	MLL CXXC-DNA inh	GALK inhibitor	Giardia kill	USP2a block	Coupling enz	B2AR arrestin
CCCc1c(O)nc(SCC(=O)NCCc2ccc(OC)c(OC)c2)[nH]c1=O	-9.0	2.4	-9.5%	-2.3	10.7%	1.6%	-1.0%	-12.6	1.1%	2.1	-0.3%
COc1ccc(C)cc1-n1nnnc1SCC(=O)NC1CC1	-2.4	7.9	.	-5.8	.	.	.	-10.9	0.2%	.	-0.2%
O=C(O)CCC(=O)N1CCN(c2nc(-c3ccccc3Cl)c3cc(Br)ccc3n2)CC1	-3.0	?	163.9%[activator]	-7.5	-4.4%	?	3.3%	6.3	-11.1%	23.9	-0.4%
CC(=O)N1CCN(CC(=O)NC(=O)Nc2ccc3c(c2)OCCO3)CC1	0.1	2.1	.	-1.1	.	.	.	8.8	0.5%	.	-0.3%
CC1CCCCC12NC(=O)N(CC(=O)NC1CCCc3ccccc31)C2=O (stereo not given)	-2.1	-10.5	?	-2.0	3.0%	0.4%	0.2%	0.2	-4.7%	0.9	-0.6%
CCN(CC)CC(=O)Nc1cc(N(C)C)nc2ccccc12	1.8	5.0	.	1.9	7.3%	-9.8%	.	-5.9	-0.6%	0.7	0.4%
C=CCC1c2cccc(C(=O)O)c2C(=O)N1c1cccc(OC)c1 (stereo not given)	-4.9	1.0	0.4%	-1.9	-2.3%	-1.3%	-1.9%	-6.5	-3.5%	21.5	-0.5%
Cc1cc(C)c(NC(=O)NC2CCCCC2)c(C)c1	12.8	-0.7	-1.6%	2.7	0.9%	2.9%	.	-15.8	3.6%	-0.5	-0.3%
COc1ccc(N2CCN(C(C)C(=O)N3CCc4ccccc43)CC2)cc1 (stereo not given)	2.1	-4.5	?	4.0	.	-8.7%	0.1%	1.1	-5.4%	2.5	-0.1%
O=C(NCCN1CCN(C(=O)c2cccs2)CC1)C(=O)Nc1ccc(Br)cc1	9.6	-5.2	8.9%	6.4	-2.8%	10.2%	0.2%	25.7	6.6%	3.8	-0.1%
CC[C@]12c3[nH]c4cc(-c5ccco5)ccc4c3CCN1C(=O)[C@@H](CC(=O)NCCN1CCOCC1)C[C@@H]2C(=O)N1CCN(C(=O)C2CC2)CC1	.	1.7	.	-3.7	.	.	.	-14.3	0.7%	.	3.6%
COc1ccc(CNC(=O)C(NS(=O)(=O)c2cccc3nsnc23)C(C)C)cc1 (stereo not given)	1.4	-3.1	.	2.5	.	24.0%	3.6%	8.6	1.8%	.	0.3%
COc1cccc([C@@H]2CC=C(C(=O)O)[C@H](c3ccc(C)cc3)N2S(=O)(=O)c2ccc(C)cc2)c1	.	-1.2	.	10.8	.	.	.	?	4.7%	.	0.0%
Cc1ncc([N+](=O)[O-])n1CC(=O)Nc1cc(Cl)ccc1Cl	5.9	-0.9	12.4%	17.8	.	?	3.7%	-17.0	2.5%	1.8	-0.8%
Cc1nc2ccccn2c1C(=O)N=Nc1c(O)[nH]c2ccccc12	-7.7	-12.4	-4.4%	-1.7	-1.3%	17.9%	1.6%	6.7	0.7%	-1.1	-0.7%
Cc1ccc(S(=O)(=O)N2[C@@H](c3ccccc3)C(C(=O)O)=CC[C@H]2c2ccc(Cl)c(Cl)c2)cc1	-1.6	-0.5	.	0.0	.	.	.	-28.4	-2.2%	.	0.1%
O=C1CSc2ccc(C(=O)NCCc3ccc(Cl)cc3Cl)cc2N1	.	-21.6	.	-0.1	.	.	.	-1.4	-2.9%	.	-0.4%
N#Cc1ccc(CSc2ncccn2)cc1	-3.5	12.2	2.0%	8.9	0.9%	2.7%	-5.9%	6.9	-1.4%	-0.9	-0.3%
O=C(CN1C(=O)NC(c2ccccc2)(c2ccccc2)C1=O)NCCNCCO	1.0	-10.9	1.3%	-46.4	0.5%	-0.6%	-3.4%	5.8	0.3%	-0.2	-1.2%
Cc1ccc2nc(C)cc(C(=O)Nc3nccs3)c2c1	3.3	-30.8	1.3%	-5.8	0.8%	-2.1%	10.1%	31.1[activator]	4.7%	-1.2	-0.2%
Cc1ccc(N(CC(=O)NC(C)C)C(=O)CCC(=O)Nc2ccccn2)cc1	2.3	2.1	7.8%	6.8	-17.4%[11.5 µM]	2.0%	4.8%	2.5	-0.1%	-1.1	-0.4%
CCOC(=O)c1c(-c2cccc(C)c2)csc1NC(=O)C1CC=CCC1C(=O)O (stereo not given)	0.7	3.8	-2.8%	5.6	3.2%	0.4%	1.0%	-6.1	-10.2%	14.9	0.2%
O=C(NCC(c1ccco1)N1CCCC1)c1cc(S(=O)(=O)N2CCOCC2)ccc1Cl (stereo not given)	-0.2	25.8	.	-27.1	.	.	.	-1.0	0.7%	.	0.1%
O=C(NCCCn1ccnc1)C(=O)c1cn(CC(=O)N2CCCCCC2)c2ccccc12	-1.6	-5.4	-10.4%	-7.8	2.5%	15.1%	0.5%	-7.1	8.4%	0.9	-0.2%
N#Cc1ccc(-c2csc(NC(=O)c3ccc(N4C(=O)CCC4=O)cc3)n2)cc1	-0.8	15.7	.	12.5	-13.5%	?	1.5%	11.2	2.0%	-2.9	-0.2%

Additional entries:
SMILES	TRPV1 agonist	KCNH2 3.1 inh	Menin-MLL TR inh	KCNH2 WT inh	PKM2 activator	MLL CXXC-DNA inh	GALK inhibitor	Giardia kill	USP2a block	Coupling enz	B2AR arrestin
COc1cc(C)nc(SCC(N)=O)n1	1.1	-0.8	-8.7%	2.0	-7.1%	-0.2%	-1.4%	15.4	0.1%	8.2	0.0%
O=C(NCc1ccco1)/C(=C/c1ccc(C(F)(F)F)cc1)c1nc2ccccc2[nH]1	?	15.6	?	-2.7	-2.5%	?	0.0%	-1.2	-2.7%	-3.6	-0.3%
CCC/C(=N\NC(=O)c1cccc(C)c1)c1ccccc1	20.5	25.6	-6.1%	1.5	0.6%	-2.0%	1.1%	9.3	-0.2%	5.4	2.6%
Cc1ccc(N2C(=O)CC(N3CCSCC3)C2=O)c(C)c1 (stereo not given)	0.9	18.4	.	-2.0	0.5%	2.0%	-1.0%	14.4	8.7%	-3.8	-0.4%
COC(=O)c1cc(N2C(=O)C3C4C=CC(CC4)C3C2=O)ccc1Cl (stereo not given)	11.6	37.5	?	-6.0	.	-4.8%	.	-12.0	-0.4%	0.4	-0.2%
O=C(c1cc(COc2ccc(F)cc2Cl)on1)N1CCc2sccc2C1	?	-11.6	.	-6.9	.	1.7%	5.7%	14.4	1.2%	.	0.1%
O=C(CCc1ccc(O)c(O)c1)N/N=C/c1cc2c(cc1[N+](=O)[O-])OCO2	-1.8	-4.8	?	-6.8	-41.7%	2.4%	3.8%	-7.8	0.1%	-9.5	3.5%
CCN(CC)CCCN1C(=O)C(O)=C(C(=O)c2ccc(C)o2)C1c1ccc(C)o1 (stereo not given)	1.0	7.1	-7.1%	-14.7	-0.2%	6.0%	1.3%	-9.6	3.8%	-2.9	-0.5%
C=C(C)CSc1nc(N)c(C#N)c(-c2ccc(C)cc2)c1C#N	?	-17.4	3.5%	-11.8	-1.1%	8.4%	-2.5%	-3.4	.	-1.3	.
COc1ccc2[nH]c3c(c2c1)CCN1C(=O)C(CC(=O)NCc2ccco2)C[C@H](C(=O)N(C(C)C)C(C)C)[C@@]31C (stereo not given in full)	.	10.1	.	-7.3	.	.	.	-8.6	0.3%	.	-0.9%
Cc1cc(N2CCOCC2)n2ncc(-c3ccccc3)c2n1	6.2	-1.2	-1.3%	18.3	-7.1%	1.9%	-2.8%	?	1.6%	0.4	-0.3%
CC(C)(CNC(=O)c1cc(Cl)c(O)c(Cl)c1)N1CCCCC1	0.2	-12.0	-4.0%	2.2	.	-1.9%	11.8%	-9.9	2.4%	2.0	0.1%
COC(=O)c1ccccc1NC(=O)Cc1nc(-c2ccccc2)sc1-c1ccc(C)cc1	15.4	-11.4	-13.6%	-2.2	-2.8%	?	-0.1%	11.2	0.6%	0.5	-0.3%
Cc1cccc(N2CCN(C(=O)n3ccnc3)CC2)c1C	22.9	3.3	1.9%	-13.7	12.4%	-2.1%	4.9%	-19.0	0.4%	1.4	0.4%
Oc1c(Cl)cc(Cl)cc1/C=N/Nc1ncc(Br)cn1	-1.5	0.8	-12.1%	-9.5	5.1%	10.9%	-0.6%	-9.5	-0.5%	4.5	0.0%
